Screening data from PubChem.
KB-3-1 tox = kills parental KB-3-1 adenocarcinoma cells; KB-3-1 viability, CellTiter-Glo ATP luminescence, 72 h; Potency, µM (doses to about 46.1 µM), for the others: top-dose activity change, negative = cytotoxic, hits mostly cytotoxic; actives 1.4% (n = 400,000); AID 1347075; also: potency is read from the fitted curve at half-maximal effect; % is scaled to controls: 0 for no effect and ±100 for the full control effect; nearly all actives have a fitted effect of over 60% in size
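Cytotoxicity in the drug-sensitive parental line KB-3-1 was scored as loss of CellTiter-Glo luminescence following 72 h incubation with compound. Values come from curve fitting of normalized concentration-response data.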
HT1080-NT tox = kills 2HG-producing HT-1080-NT fibrosarcoma cells; HT-1080-NT fibrosarcoma viability, CellTiter-Glo ATP luminescence, 48 h; Potency, µM (series often up to 46.1 µM), without a hit: top-dose activity, negative = less viability, usual class: cytotoxic; actives 1.6% (n = 360,000); AID 686970;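 also: NT is the 2HG producing partner of a matched IDH1 knockdown line; potency is read from the fitted curve at half-maximal effect; 0% = DMSO-treated cells and -100% = media-only wells without cells; nearly all actives have a fitted effect of over 55% in size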
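HT-1080-NT fibrosarcoma cells (2HG-overproducing), 750 cells/well in RPMI with 5% FBS, dosed after 2 h and incubated 48 h at 37C. CellTiter-Glo luminescence normalized to DMSO and no-cell wells; concentration-response curves fitted and classed.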
IL1B secr inh = inflammasome signaling inhibition, IL-1 beta readout. THP-1 LPS/ATP IL-1B secretion, AlphaLISA, 16 h; stronger effect = lower value. activity change, % at 57.5 µM. actives 4.7% (n = 360,000). AID 743279; in the data active = activity change below about -50%; inconclusive = mostly about -30% to -49%; also: % is scaled to controls: 0 for no effect and ±100 for the full control effect
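THP-1 cells pretreated 1 hr with compounds (up to 57.5 uM final), then stimulated with LPS (250 ng/mL final) plus ATP (1.25 mM final); secreted IL-1B measured by AlphaLISA after 16 hr, decreased signal indicating inhibition.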
KB-V1 MDR tox = KB-V1 MDR subline cytotoxicity. actives 3.4% (n = 400,000). Potency, µM (titrated, usually from 46.1 µM), for the others: at the highest dose activity change, negative = cytotoxicity, most hits filed as cytotoxic. KB-V1 MDR cells viability, CellTiter-Glo, 72 h. AID 1347076; also: potency is read from the fitted curve at half-maximal effect; % is scaled to controls: 0 for no effect and ±100 for the full control effect; nearly all actives have a fitted effect of over 60% in size
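Readout: CellTiter-Glo luminescence, 10 min after addition. Cells: KB-V1 MDR subline, 72 h at 37 degrees C with compound. Analysis: corrected, normalized data fitted to concentration-effect curves.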
GLP1R ag = activates the human GLP-1 receptor | P43220 | HEK293 GLP-1R CRE-luciferase, luminescence, 4-6 h; cells express a hypersensitive GLP-1R form | Potency, µM (titrated, usually from 45.6 µM), inactives show at the top dose activation, hits mostly activators | actives 0.007% (n = 380,000) | AID 624172; also: potency is read from the fitted curve at half-maximal effect; % of control where 0% means no effect
Target sequence (P43220 whole entry, looked up): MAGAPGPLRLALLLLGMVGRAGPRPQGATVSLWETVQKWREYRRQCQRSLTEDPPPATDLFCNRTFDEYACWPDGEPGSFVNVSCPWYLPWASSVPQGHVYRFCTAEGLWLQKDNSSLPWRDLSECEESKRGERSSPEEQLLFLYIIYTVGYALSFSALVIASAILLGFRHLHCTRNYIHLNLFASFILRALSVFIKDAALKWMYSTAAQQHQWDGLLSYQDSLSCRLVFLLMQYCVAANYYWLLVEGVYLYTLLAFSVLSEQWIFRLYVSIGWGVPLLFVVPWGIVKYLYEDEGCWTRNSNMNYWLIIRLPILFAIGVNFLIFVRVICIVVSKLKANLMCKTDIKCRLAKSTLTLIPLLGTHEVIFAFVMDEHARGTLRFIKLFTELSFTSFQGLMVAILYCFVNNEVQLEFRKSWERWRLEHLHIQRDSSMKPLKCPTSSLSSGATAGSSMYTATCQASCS
SW480 rerep = inducers of DNA re-replication in SW480 colon cancer cells; SW480 DNA re-replication, Hoechst DNA content imaging, 48 h; Potency, µM (doses to about 46.1 µM), without a hit: at the top dose re-replication activation, hits mostly activators; actives 1.8% (n = 340,000); AID 624297; also: potency is read from the fitted curve at half-maximal effect; % of control where 0% means no effect; nearly all actives have a fitted effect of over 55% in size
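Treated cells incubate 48 hr (37 C, 5% CO2), are stained 40 min with Hoechst, and nuclear fluorescence is enumerated; a rise in nuclei with high DNA signal marks re-replication.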
D3 ag = agonists of human D3 dopamine receptor; D3R DiscoveRx beta-arrestin cells, luminescence, 90 min; max activation, %; actives 0.58% (n = 410,000); P35462; in the data active = max activation above about 30%; also: 0% is about no effect; mostly tested at two doses, the higher about 12 µM
Target sequence (P35462 whole entry, looked up): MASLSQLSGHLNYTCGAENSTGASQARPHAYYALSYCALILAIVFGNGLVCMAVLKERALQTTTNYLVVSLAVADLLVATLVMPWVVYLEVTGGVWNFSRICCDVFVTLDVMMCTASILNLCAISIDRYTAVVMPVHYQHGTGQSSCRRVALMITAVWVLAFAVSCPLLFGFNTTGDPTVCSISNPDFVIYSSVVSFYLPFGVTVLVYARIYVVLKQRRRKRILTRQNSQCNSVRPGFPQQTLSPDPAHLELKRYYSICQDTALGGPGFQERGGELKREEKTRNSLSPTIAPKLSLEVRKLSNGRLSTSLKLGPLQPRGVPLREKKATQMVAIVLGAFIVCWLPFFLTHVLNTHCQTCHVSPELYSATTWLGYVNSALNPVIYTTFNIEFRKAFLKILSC
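Agonist mode: compounds and dopamine controls were applied to plated cells for 90 min at 37 degrees C after an overnight attachment at 1500 cells/well. Luminescent read-out followed 30 - 60 minutes at room temperature with DiscoveRx detection reagent.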
HT1080 IDH1KD tx = HT-1080 IDH1 knockdown cell toxicity (counter line); HT-1080 IDH1 knockdown viability, ATP luminescence, 48 h; Potency, µM (top dose mostly 46.1 µM), inactives show at the highest dose activity, negative = toxicity, hits mostly cytotoxic; actives 2% (n = 360,000); AID 686971;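 also: potency is read from the fitted curve at half-maximal effect; 0% = DMSO wells and -100% = cell-free medium wells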
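In this qHTS, HT-1080 cells depleted of IDH1 are exposed for 48 h at 37 °C to compound titrations. Toxicity is scored from CellTiter-Glo luminescence, with DMSO as full viability and medium alone as none.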
D3 antag = antagonists of human D3 dopamine receptor. D3R cells, DiscoveRx beta-arrestin luminescence, antagonist mode; stronger effect = lower value. max response, negative = inhibition, %. actives 2.5% (n = 360,000). AID 652054; in the data active = max response below about -50%; inconclusive = no clear call, values can overlap the other calls; also: % is scaled to controls: 0 for no effect and ±100 for the full control effect; mostly tested at two doses, the higher about 12 µM
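Cells plated overnight at 1500 cells/well, then exposed to library compounds with dopamine controls for 90 minutes at 37 degrees C. DiscoveRx reagent added for 30–60 minutes at room temperature; luminescence read, quantitative HTS format.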
The depositor's hits bear a star; ? = inconclusive; . = no result given; & = joins results of further samples; [ ] = dose if it differs, or a comment. Unless noted, calls follow the shape of the dose curve; as a rule, active = well fitted curve in the direction sought with a large enough effect; inconclusive = small, poorly fitted or top-dose-only effect, or another doubt; inactive = no such curve, though single readings can be large; an effect the other way counts as inactive or inconclusive.

SMILES	KB-3-1 tox	HT1080-NT tox	IL1B secr inh	KB-V1 MDR tox	GLP1R ag	SW480 rerep	D3 ag	HT1080 IDH1KD tx	D3 antag
O=C(COc1ccc2c(-c3ccccc3)cc(=O)oc2c1)NCc1ccccn1	0.0%	6.2%	-6.9	-12.1%	9.4%	-13.4%	5.1	8.4%	-8.6
O=C(NCC1CCCO1)/C(=C/c1ccccc1F)NC(=O)c1ccccc1 (stereo not given)	12.4%	13.2%	-7.6	-19.5%	5.5%	-12.7%	-17.2	3.3%	-14.6
CCCCNC(=O)N1CCN(C(=O)c2ccco2)CC1	9.7%	15.9%	5.7	11.7%	9.0%	-16.8%	-1.5	6.5%	9.9
O=C(Nc1ncnc2c1ncn2C1OC(COC(=O)c2ccccc2)C(F)C1O)c1ccccc1 (stereo not given)	15.1%	-1.8%	-2.7	-26.8%	11.4%	-8.5%	1.3	1.4%	1.3
CCc1cc(-c2n[nH]c(=S)n2N)n(C)n1	8.5%	-0.7%	8.3	0.0%	5.4%	-0.9%[9.22 µM]	0.2	6.6%	-19.0
O=c1cc(-c2ccccc2)c2c(O)cc(O)cc2o1	0.3%	3.7%	32.9	-0.1%	1.6%	-7.7%	0.4	10.6%	-2.8
COc1ccc2c(c1)NC(C)(C)C=C2C	-8.6%	-13.5%	0.0	-0.9%	7.3%	?	-10.2	-19.9%	-8.2
C=CCNC(=O)/C(C#N)=C/c1ccc(C(=O)O)cc1	-4.9%	8.3%	7.8	-13.5%	-1.2%	1.7%	7.4	-2.4%	-14.3
CCc1nc(NCCO)c(C#N)c2c1CSC(C)(C)C2	2.8%	1.4%	16.7	10.5%	1.5%	-2.1%	0.6	-3.0%	52.4
CC1(C)CC(=O)C2=C(C1)N(c1ccc(F)cc1)C(=O)CC2c1ccsc1 (stereo not given)	-1.5%	4.4%	-7.2	1.8%	-0.7%	-24.4%	-2.4	-2.3%	-19.8
CCCC(=O)N1CCC1(C)C(=O)NCc1ccc(C(C)C)cc1 (stereo not given)	0.0%	3.6%	-18.0	5.1%	13.3%	.	-12.5	19.5%	-6.8
O=C(OC(c1ccccc1)c1nccc2ccccc12)c1ccccc1 (stereo not given)	6.2%	-2.6%	-13.2	-16.5%	-3.5%	?	-3.5	6.0%	-13.8
Cc1ccc(NC(=O)COC(=O)COc2ccc3ccc(=O)oc3c2)cc1[N+](=O)[O-]	4.5%	2.8%	-10.6	0.5%	-6.8%	-11.6%	4.2	5.5%	-10.6
C#CCNC(=O)C[C@@H]1C[C@@]2(C(=O)OCC)CCCC=C2N(CCCCCCCC)C1=O	?	?	?	?	-8.0%	.	-3.8	?	19.5
Cc1ccc(S(=O)(=O)CCC(=O)OCC(=O)NC(C)c2ccccc2)cc1 (stereo not given)	2.5%	0.6%	22.7	1.2%	-5.0%	5.8%	-3.1	-0.8%	-0.2
CCOC(=O)/C(C#N)=N/Nc1ccc(S(=O)(=O)N2CCc3ccccc32)cc1	?	?	1.7	0.0%	-14.2%	2.6%	3.8	-25.2%	10.2
COc1ccc(CCNC(=O)CCc2c(C)nc3c(c(C)nn3-c3ccc(C)cc3)c2C)c(OC)c1	-0.8%	.	.	-6.6%	-2.0%	.	6.0	.	.
CC1=C(C(=O)N(C)C)CC(CC(=O)NCc2cccc3ccccc23)C(=O)N1CCCN1CCCC1=O (stereo not given)	21.1%	0.5%	11.2	-14.4%	22.5%	.	4.3	5.7%	14.3
COc1ccc(NC(=O)/C=C/c2ccccc2[N+](=O)[O-])c(OC)c1	27.1%	25.0%	-13.3	1.9%	2.8%	-0.6%	-1.9	23.5%	4.6
Cc1cc(C(=O)N2CCN(Cc3ccc4c(c3)OCO4)CC2)on1	6.1%	13.0%	25.2	-7.0%	6.0%	-9.6%	0.5	12.7%	-6.2
COCCn1ccc(O)c(Cc2ccccc2)c1=O	2.6%	1.9%	8.4	7.2%	0.0%	-4.4%	-0.6	-2.4%	-14.1
COc1ccc(NC(=O)Cn2cc(C#N)c3ccccc32)cc1	5.0%	-5.3%	10.8	-14.7%	-1.1%	-7.1%	2.1	?	1.9
COC(=O)c1ccc2nc3c(cc2c1)[C@@H]1CCN2C(=O)CCC[C@H](C3)[C@H]12	0.0%&19.6%	18.9%	30.5	?	-0.6%	2.4%	4.8	13.7%	31.6
CCC1SC(CC)C(=O)N(CC(=O)NCCc2ccccc2)C1=O (stereo not given)	-6.7%	8.1%	2.7	-0.8%	-5.7%	-1.6%	-1.2	-12.0%	0.0
Cc1onc(-c2c(Cl)cccc2Cl)c1C(=O)NC1C(=O)N2C1SC(C)(C)C2C(=O)O (stereo not given)	4.8%	7.8%	33.6	?	2.5%	-9.3%	-5.8	4.4%	-17.2

New compounds follow.
SMILES	KB-3-1 tox	HT1080-NT tox	IL1B secr inh	KB-V1 MDR tox	GLP1R ag	SW480 rerep	D3 ag	HT1080 IDH1KD tx	D3 antag
CCS(=O)(=O)c1ccc2oc(=O)c(/C=C(\O)c3ccc(Cl)cc3)nc2c1	-6.4%	23.1%	3.4	-6.9%	-0.8%	-1.4%	-2.1	11.3%	?
CCOCCCn1c(SCC(=O)Nc2ccc(NC(C)=O)cc2)nc2ccccc2c1=O	18.5%	-1.3%	0.0	?	-0.1%	55.2%	-9.7	-0.7%	-6.5
Cc1ccc(C)c(C(C)NC(=S)NC2CCCCC2)c1 (stereo not given)	?	?	30.7	?	0.8%	20.5%	7.9	?	5.8
CCOC(=O)c1ccccc1NS(=O)(=O)c1ccccc1F	-13.0%	-5.4%	10.0	-17.7%	5.8%	26.1%	-5.0	-14.8%	-13.4
O=C(CCCCCNC(=O)N1CCn2c1nc1ccccc12)N[C@@H](C(=O)O)c1ccccc1	0.0%	5.5%	27.3	0.0%	-3.3%	-13.8%	4.2	0.3%	-7.4
COc1ccc(CN2CCN(C(=O)c3ccccc3C(=O)c3ccccc3)CC2)cc1F	-3.5%	-0.1%	-19.7	?	-2.6%	.	-0.5	-9.0%	14.4
CC(Sc1ncnc2sccc12)C(=O)Nc1ccc(C(N)=O)cc1 (stereo not given)	-1.3%	5.6%	-9.0	5.3%	26.7%	12.6%	2.5	-0.1%	15.7
CCCCc1ccc(C(=O)NC(C(=O)O)C(C)C)cc1 (stereo not given)	-11.0%	0.2%	11.1	-19.6%	-15.3%	-1.8%	-5.9	-7.0%	-9.6
Cc1ccc(/C=N/NC(=O)CNC(=O)c2cccc([N+](=O)[O-])c2C)o1	0.9%	-0.5%	-13.0	17.9%	-3.8%	-4.7%	-2.3	0.3%	8.3
NS(=O)(=O)c1cccc(NC(=O)c2cccs2)c1	-0.9%	7.3%	-6.6	-2.4%	-3.3%	17.8%	2.1	27.4%	-4.5
COc1ccc(NC(=O)COC(=O)Cn2nnc3ccccc32)cc1	12.8%	-4.9%	-2.3	-29.2%	-3.0%	127.9%[1.84 µM]	0.6	-2.7%	11.2
CC#CC(=O)N1CCC(CCc2ccccc2)(C(=O)OCC)CC1	0.6%	4.4%	-22.1	7.5%	12.8%	0.7%	4.6	-2.2%	-2.7
COC(=O)c1c(C)cc(OC(C)=O)c(C)c1OC(C)=O	2.5%	19.3%	-3.6	-2.1%	-5.0%	0.3%	-8.0	14.0%	10.3
O=C(COc1ccc(N2C(=O)c3ccccc3C2=O)cc1)c1ccccc1	8.2%	7.0%	11.1	17.3%	7.3%	-0.1%	6.6	4.6%	2.6
O=C(Nc1cccc(-c2nn[nH]n2)c1)c1csc2c1CCCC2	6.7%	-0.7%	3.9	2.7%	5.4%	-5.4%	-5.8	-3.9%	3.6
O=C(O)c1cccc(CSc2nnc(Cc3ccccc3)o2)c1	-6.1%	-3.6%	?	0.0%	1.9%	3.6%	-2.7	-4.1%	8.7
C=CCOc1ccc2ccccc2c1CNn1c(C)n[nH]c1=S	2.2%	-0.7%	7.9	-20.6%	16.1%	1.4%	0.3	-1.5%	-1.6
Cc1ccccc1C(=O)c1cccn1CC(=O)NCc1ccccc1	-2.3%	1.6%	2.5	-2.3%	2.1%	-529.9%[1.84 µM]	3.3&0.2	2.0%	-10.9
COc1ccc(OC)c(-n2nnnc2SCC(=O)O)c1	16.8%	-4.9%	-5.7	3.0%	-3.4%	-13.4%	13.2	5.5%	5.7
COc1ccc(CNC(=O)CC(C)c2ccccc2)cc1 (stereo not given)	-10.4%	2.1%	0.0	-3.4%	-0.3%	-3.3%	-9.9	-0.2%	10.9
Cc1cc(C)n(-c2nc(SCCN(C)C)c3c4c(sc3n2)COC(C)(C)C4)n1	0.0%	17.8µM*	-60.0*	?	0.3%	?	-43.1	?	-23.9
Cc1ccc(S(=O)(=O)NCCC(=O)O)cc1	14.0%	8.7%	18.4	?	7.3%	?	5.0	6.0%	15.7
O=C(COc1ncnc2c(Cl)cc(Cl)cc12)NCCC1=CCCCC1	6.5%	0.0%	18.9	0.9%	-18.4%	-13.8%	-12.5	-6.5%	-7.1

Some of these compounds in order of number of heavy atoms, rising.
SMILES	KB-3-1 tox	HT1080-NT tox	IL1B secr inh	KB-V1 MDR tox	GLP1R ag	SW480 rerep	D3 ag	HT1080 IDH1KD tx	D3 antag
Cc1ccc(S(=O)(=O)NCCC(=O)O)cc1	14.0%	8.7%	18.4	?	7.3%	?	5.0	6.0%	15.7
O=C(Nc1cccc(-c2nn[nH]n2)c1)c1csc2c1CCCC2	6.7%	-0.7%	3.9	2.7%	5.4%	-5.4%	-5.8	-3.9%	3.6
CCS(=O)(=O)c1ccc2oc(=O)c(/C=C(\O)c3ccc(Cl)cc3)nc2c1	-6.4%	23.1%	3.4	-6.9%	-0.8%	-1.4%	-2.1	11.3%	?
Cc1cc(C)n(-c2nc(SCCN(C)C)c3c4c(sc3n2)COC(C)(C)C4)n1	0.0%	17.8µM*	-60.0*	?	0.3%	?	-43.1	?	-23.9
